FLuc modulator – firefly luciferase modulation, counter-screen for miR-21 project; P08659; purified FLuc, Km substrates, luminescence inhibition; Potency, µM (doses to about 57.5 µM), for the others: at the highest dose activity change, negative = inhibition, most hits filed as inhibitors; 360,000 compounds, 6.9% hits; active means well fitted inhibition curve with a large enough effect; inconclusive means small, poorly fitted or top-dose-only effect;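 further: plate controls were vehicle for no effect and reference inhibitor for full effect; nearly all actives have a fitted effect of over 55% in size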
Target sequence (P08659 whole entry, looked up): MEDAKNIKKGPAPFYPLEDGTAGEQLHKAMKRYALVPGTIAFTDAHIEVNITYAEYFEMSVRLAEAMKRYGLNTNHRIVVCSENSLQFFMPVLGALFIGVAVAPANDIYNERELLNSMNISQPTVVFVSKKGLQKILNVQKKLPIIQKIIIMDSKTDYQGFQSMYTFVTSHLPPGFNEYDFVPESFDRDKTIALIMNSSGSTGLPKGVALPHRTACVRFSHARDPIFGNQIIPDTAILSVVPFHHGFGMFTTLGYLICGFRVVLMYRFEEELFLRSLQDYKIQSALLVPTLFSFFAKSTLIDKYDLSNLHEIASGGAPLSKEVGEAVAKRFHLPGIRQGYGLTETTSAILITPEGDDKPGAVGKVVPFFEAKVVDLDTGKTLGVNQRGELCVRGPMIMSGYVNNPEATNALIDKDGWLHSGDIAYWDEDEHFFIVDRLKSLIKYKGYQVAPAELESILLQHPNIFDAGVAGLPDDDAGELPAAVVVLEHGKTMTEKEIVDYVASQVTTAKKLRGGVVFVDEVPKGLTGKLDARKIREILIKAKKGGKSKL
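Purified P. pyralis luciferase (10nM final) with 10uM D-luciferin and 10uM ATP (Km levels) in 50mM Tris acetate pH 7.5, 10mM Mg acetate, 0.01% Tween-20, 0.05% BSA; qHTS 6-point titration, ~60 µM downward; luminescence read.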
The depositor's hits bear a star; ? = inconclusive. Potency means the concentration at half of the fitted maximal effect. An excerpt; count on the stated rates, not on these rows.

entry	SMILES	FLuc modulator
1	Cc1cc(C)c(S(=O)(=O)Nc2ccc(-c3ccc(N4CCC(C)CC4)nn3)cc2)cc1C	?
2	COc1cc(/C=C(\C#N)c2nc3ccccc3n2C)cc(OC)c1OC	19µM*
3	CCc1cccc(NC(=O)CCS(=O)(=O)c2cc(Br)cc3c2N(C(C)=O)CC3)c1	-1%
4	CN(C)c1ccc(/C=C(\C#N)c2nc3ccccc3c(=O)[nH]2)cc1	0.3µM*
5	CCCN(C(=O)c1cc(S(=O)(=O)N2CCc3ccccc32)cn1C)c1ccc(OCC)cc1	-6%
6	CCN(Cc1ccccc1)C(=O)CN1C(=O)CSc2ccc(S(=O)(=O)N(CC)CC)cc21	4%
7	Cc1ccc(S(=O)(=O)c2c(O)cc(C)c(NS(=O)(=O)c3ccc(Br)cc3)c2C)cc1	?
8	COc1ccc(NC(=O)CN(c2cccc(C)c2C)S(=O)(=O)c2ccccc2)cc1OC	-10%
9	COC(=O)CSc1ncc2c(n1)-c1ccccc1N(Cc1ccc(Cl)cc1)S2(=O)=O	4%
10	Cc1ccc2c(c1)c(=O)c1ccccc1n2CCCC(=O)Nc1ccc(C)c(C)c1	-16%
11	COC(=O)c1cc2sc(Cl)cc2n1CC(=O)Nc1cc(OC)cc(OC)c1	-2%
12	CCc1nc2ccc(C(=O)NCc3ccc(N(C)C)cc3)cc2nc1CC	-9%
13	Cc1ccc(CNC(=O)Cn2c(=O)n(Cc3ccccc3)c(=O)c3sc4ccccc4c32)cc1	0%
14	O=c1oc2ccccc2cc1-c1cn2cc(Cc3ccc(Br)cc3)sc2n1	-16%
15	COC(=O)CN1C(=O)CSc2ccc(S(=O)(=O)N3CCOCC3)cc21	0%
16	COc1ccc(NC(=O)Cn2c(=O)n(CCc3ccccc3)c(=O)c3c4c(sc32)CCCC4)cc1	-1%
17	CCN(c1ccc(C)cc1C)S(=O)(=O)c1nnc(NC(=O)c2ccccc2OC)s1	5%
18	COc1ccc(-c2cc(C(=O)Oc3cccc(C)c3)c3cc(C)ccc3n2)cc1	0%
19	CCN(Cc1ccccc1)C(=O)Nc1ccc2c(c1)N(C)C(=O)c1ccccc1S2	-11%
20	CCOC(=O)c1cccc(NC(=O)Cn2c(=O)nc(-c3ccccc3)c3ccccc32)c1	-7%

Next structures
entry	SMILES	FLuc modulator
21	Cc1ccc(N2CCn3c2nc2c3c(=O)n(C/C=C/c3ccccc3)c(=O)n2C)cc1C	-14%
22	O=C(NCC1CCN(Cc2ccccc2Cl)CC1)c1cc2ccc3cccnc3c2[nH]1	-14%
23	COc1ccccc1NC(=O)c1c(NCc2sccc2C)sc2c1CCCCC2	?
24	COc1ccccc1CNC(=O)Cn1c(-c2cccs2)cc2cc(F)ccc21	2%
25	Cc1c2cnn(-c3ccccc3)c(=O)c2c(C)n1CC(=O)NCc1ccccc1Br	3%
26	Cc1ccccc1Nc1c(-c2cccc(O)c2)nc2ccc(Br)cn12	1%
27	COc1cccc(NC(=O)Cn2c(=O)n(-c3ccccc3)c(=O)c3c4c(sc32)CCCC4)c1	0%
28	Cc1c(Cl)cccc1NS(=O)(=O)c1ccc(-c2cnc(C3CC3)o2)cc1	?
29	COc1ccc(-c2oc3ncn4nc(-c5ccccc5O)nc4c3c2-c2ccc(OC)cc2)cc1	-1%
30	Cc1ccc(S(=O)(=O)N2CCCc3cc(NS(=O)(=O)c4ccc(F)cc4)ccc32)cc1	-18%
31	CCOc1ccc(Oc2nc(NC)nc(N3CCOCC3)n2)nn1	-2%
32	Cc1ccc(N2CCN(C(=O)C3CCC(CNS(=O)(=O)c4ccc(Br)s4)CC3)CC2C)cc1 (configuration not stated)	-8%
33	COC(=O)c1scc(-c2ccc(C)cc2)c1S(=O)(=O)N1CCN(c2ccc(C)cc2C)CC1	-7%
34	Cc1ccc2nc(CN3CCN(C(=O)Nc4ccc(F)cc4)CC3)oc2c1	-7%
35	COc1ccc(OCC(=O)Nc2ccc3c(c2)N(C)C(=O)c2ccccc2S3)cc1	-10%
36	CC1CCN(S(=O)(=O)c2ccc3c(ccn3CCC(=O)NCc3ccccc3F)c2)CC1	-10%
37	COc1ccccc1N1CCN(CCCNC(=O)c2cnn(-c3ccccc3Cl)c2C2CCN(C(=O)OC(C)(C)C)CC2)CC1	-6%
38	CCCOc1cccc(C(=O)Nc2ccc(-c3nc4ccccc4o3)cc2)c1	3%
39	CC(C)c1ccc(NC(=O)c2cc3c(=O)[nH]c4ccccc4c3n2C)cc1	2%
40	Cc1ccc(NC(=O)C2CCN(c3nc(-c4ccc(C(C)C)cc4)no3)CC2)c(Cl)c1	21µM*

The results go on.
entry	SMILES	FLuc modulator
41	Cc1cccc(C)c1Nc1nc2ccccc2nc1NS(=O)(=O)c1ccccc1	?
42	O=C(NCCc1ccc(Cl)cc1)c1ccc2c(c1)N(Cc1c(F)cccc1Cl)C(=O)CS2	5%
43	COc1ccc(Cn2c(CCC(=O)Nc3cc(C)cc(C)c3)nc3cccnc32)cc1	-3%
44	CCOC(=O)c1noc2nc(C)n(CC(=O)Nc3ccc(OC)c(Cl)c3)c(=O)c12	2%
45	CCOc1ccccc1NC(=O)c1ccc2c(c1)CCN2S(C)(=O)=O	1%
46	CC(=O)Nc1ccc(NC(=O)C2CCCN2S(=O)(=O)c2ccc3c(c2)CCCC(=O)N3)cc1 (configuration not stated)	3%
47	CCCc1nc(SCc2cc(=O)c3ccc(C)c(C)c3[nH]2)n[nH]1	-4%
48	CCOc1ccc(OCC)c(NC(=O)C(NS(=O)(=O)c2cccs2)c2ccccc2)c1 (configuration not stated)	0%
49	Cn1c(C(=O)N2CCC(C(=O)N3CCN(c4ccccc4)CC3)CC2)cc2sccc21	-8%
50	Cc1ccc(NC(=O)CSc2nnc(-c3cc4occc4n3C)n2-c2ccccc2C)c(C)c1	-12%
51	O=S(=O)(c1ccc(F)cc1)N(Cc1nc(-c2ccccc2)no1)C1CCCCC1	-9%
52	Cc1ccc(C2CCN(C(=O)Nc3ccc(Cl)cc3)C2)cc1 (configuration not stated)	?
53	Cc1cccc2c1-c1sc(C(=O)NCc3ccc(Cl)cc3)cc1CO2	5%
54	CC1CCCN(C(=O)c2cc3c(Cl)nc4ccccc4c3s2)C1 (configuration not stated)	-18%
55	O=C(COc1ccccc1F)Nc1ccc(C(=O)OCc2cc(=O)n3nc(C4CC4)sc3n2)cc1	-2%
56	COc1ccc(-c2nc3cc(NC(=O)CSc4ccc(C)cc4)ccc3o2)cc1	?
57	CCC(Sc1nc2ncccc2o1)C(=O)Nc1ccc(OC)c(OC)c1 (configuration not stated)	6%
58	COc1ccc(-c2nn(C)c3sc(C(=O)N4CCN(c5cccc(Cl)c5)CC4)cc23)cc1OC	2%
59	Cc1ccc(C(=O)N(Cc2ccco2)Cc2ccco2)cc1	-15%
60	O=C(NCc1ccccc1F)C1CCN(c2nnc(-n3cccc3)s2)CC1	-11%

(listing goes on)
entry	SMILES	FLuc modulator
61	CCOc1ccc(CN2CCc3nc(N4CCN(c5ccccn5)CC4)ncc3C2)cc1OC	-8%
62	CCOC(=O)N1CCN(CCC(=O)Nc2cccc(F)c2)CC1	-1%
63	COc1ccccc1CNC(=O)C1CCN(S(=O)(=O)c2ccc3c(c2)CCCN3C(C)=O)CC1	-3%
64	COc1ccc(CCNC(=O)CCn2c(=O)c3ccccc3n(CC(=O)Nc3cccc(C)c3)c2=O)cc1OC	1%
65	O=C(Cc1ccc(NC(=O)N2CCSc3ncccc32)cc1)NCc1cccc(Cl)c1	-19%
66	CCc1cccc(NC(=O)CSc2nncn3c2cc2sccc23)c1	-6%
67	Cc1ccc(NC(=O)c2sc3ncnc(N(C)C4CCCCC4)c3c2C)c(C)c1	-18%
68	COc1ccc(Nc2oc(/C=C/c3cc(OC)c(OC)c(OC)c3)nc2C#N)cc1	-18%
69	Cc1cc(C)c(NC(=O)CSc2nc(=O)n(Cc3ccco3)c3c2CCC3)c(C)c1	-10%
70	CC(C)N(C(=O)Cn1cc(SCC(=O)Nc2ccccc2C(F)(F)F)c2ccccc21)C(C)C	-6%
71	COC(=O)c1c(NC(=O)c2cc(=O)c3c(C)cc(C)cc3o2)sc2c1CCCC2	-1%
72	Cc1cccc(S(=O)Cc2ccc(C(=O)NC3CCCCCC3)o2)c1 (configuration not stated)	-3%
73	CSc1ccc(C2c3c(oc4ccc(F)cc4c3=O)C(=O)N2c2ccc(C)cn2)cc1 (configuration not stated)	2%
74	COc1cc(-c2nc(Cn3nnc(C(=O)Nc4cccc(Cl)c4)c3C)c(C)o2)cc(OC)c1OC	-1%
75	CC1CCN(C(=O)Cn2c(=O)n(CC3CCC(C(=O)NC(C)C)CC3)c(=O)c3sccc32)CC1 (configuration not stated)	5%
76	CC1=C(C(=O)OCc2ccc(C)cc2)C(c2cccc(F)c2F)CC(=O)N1 (configuration not stated)	2%
77	Cc1cc(NS(=O)(=O)c2ccc3oc(=O)c4ncn(C)c4c3c2)ccc1Br	-16%
78	Cc1cn2c(=O)cc(COC(=O)c3cccc(NC(=O)COc4ccccc4C)c3)nc2s1	-4%
79	Cc1ccc(NC(=O)CSc2nc3ccccc3nc2Cc2ccccc2F)cc1F	-11%
80	COC(=O)c1sccc1S(=O)(=O)N(CC(=O)Nc1c(C)cccc1C)c1ccc(C)c(C)c1	1%

2 entries picked at random from those above, as already listed:
entry	SMILES	FLuc modulator
61	CCOc1ccc(CN2CCc3nc(N4CCN(c5ccccn5)CC4)ncc3C2)cc1OC	-8%
67	Cc1ccc(NC(=O)c2sc3ncnc(N(C)C4CCCCC4)c3c2C)c(C)c1	-18%

Returning to the listing, repeating the seven entries before the break.
entry	SMILES	FLuc modulator
74	COc1cc(-c2nc(Cn3nnc(C(=O)Nc4cccc(Cl)c4)c3C)c(C)o2)cc(OC)c1OC	-1%
75	CC1CCN(C(=O)Cn2c(=O)n(CC3CCC(C(=O)NC(C)C)CC3)c(=O)c3sccc32)CC1 (configuration not stated)	5%
76	CC1=C(C(=O)OCc2ccc(C)cc2)C(c2cccc(F)c2F)CC(=O)N1 (configuration not stated)	2%
77	Cc1cc(NS(=O)(=O)c2ccc3oc(=O)c4ncn(C)c4c3c2)ccc1Br	-16%
78	Cc1cn2c(=O)cc(COC(=O)c3cccc(NC(=O)COc4ccccc4C)c3)nc2s1	-4%
79	Cc1ccc(NC(=O)CSc2nc3ccccc3nc2Cc2ccccc2F)cc1F	-11%
80	COC(=O)c1sccc1S(=O)(=O)N(CC(=O)Nc1c(C)cccc1C)c1ccc(C)c(C)c1	1%
81	Cc1ccc(OCC(=O)Nc2nnc(SCc3cc(=O)n4cc(C)ccc4n3)s2)cc1	-14%
82	CCOc1ccc2oc(=O)cc(CN3CCN(c4cc(C)ccc4C)CC3)c2c1	-6%
83	COc1cc(/C=C(\C#N)C(=O)Nc2ccc(C)cc2)ccc1OCc1cc(=O)n2nc(C)sc2n1	-6%
84	O=S(=O)(c1cc(Br)c(Br)s1)N1CCN(c2ccccc2)CC1	-2%
85	CCCn1c2ccccc2c2cnn(CC(=O)NCCc3cc(OC)ccc3OC)c(=O)c21	?
86	Cc1ccccc1CN1c2ccccc2-c2nc(SCC(=O)NCc3ccccc3)ncc2S1(=O)=O	-4%
87	CC(C)NC(=O)C1CCCN(S(=O)(=O)c2ccc3c(ccn3C)c2)C1 (configuration not stated)	-2%
88	Cc1cccc(C)c1NC(=O)N1CCC(C(N)=O)(N2CCCCC2)CC1	0%
89	CC(=O)Nc1ccc(NC(=O)CSc2nc3ccccc3nc2N2CCOCC2)cc1	-18%
90	Cc1cccc(OCc2nc(CC(=O)Nc3ccc(C)c(C)c3)cs2)c1	-18%
91	COc1ccccc1Cn1c(CNS(=O)(=O)c2ccc(CC(C)C)cc2)nc2cccnc21	?
92	COc1ccccc1C(=O)N1CCN(Cc2cc(=O)oc3cc(C)ccc23)CC1	1%
93	Cc1ccccc1CN1C(=O)C(O)(CC(=O)c2ccccc2)c2cc(Cl)ccc21 (configuration not stated)	-1%
94	CCOc1ccc(CCNC(=O)c2ccc(CS(=O)(=O)c3ccccc3C)o2)cc1OCC	-9%
95	Cc1ccc(Nc2sc(C(=O)c3ccccc3)c(N)c2S(=O)(=O)c2ccccc2)c(C)c1	0%
96	CCOc1ccc(NC(=O)c2c(C)oc3nc(C)nc(N4CCOCC4)c23)cc1	5%
97	CCOC(=O)C1CCCN(S(=O)(=O)c2ccc3[nH]c(=O)oc3c2)C1 (configuration not stated)	?
98	Cc1ccc(-c2cc(C(=O)Oc3ccccc3)c3cc(C)ccc3n2)cc1	21µM*
99	CCOc1ccc(NC(=O)c2cc(C)nc3c2c(C)nn3-c2cccc(F)c2)cc1	-2%
100	COC(=O)c1ccc(C(=O)OC)c(NC(=O)N2CC3CCCN3c3ccccc32)c1 (configuration not stated)	0%

(continued)
entry	SMILES	FLuc modulator
101	COc1ccc(C(=O)N2c3ccc(C)cc3C(C)(c3ccccc3)CC2(C)C)cc1 (configuration not stated)	0%
102	CCc1nn(CC(=O)NCCN(CC(C)C)CC(C)C)c(=O)c2cc3sc(C)cc3n12	-5%
103	CCN(CC)C(=O)c1sc2c(c1C)c(=O)n(-c1ccc(OC)cc1OC)c(=O)n2CC(=O)c1ccc(Cl)cc1	-1%
104	O=C(CSCc1ccc(F)cc1)N1CCN(c2ccccc2F)CC1	?
105	Cc1cc(Cl)ccc1NS(=O)(=O)c1ccc2c(c1)CCN2S(C)(=O)=O	5%
106	COCCCn1c(=N)c(C(=O)NCC2CCCO2)cc2c(=O)n3cc(C)ccc3nc21 (configuration not stated)	-3%
107	CCCn1cc(S(=O)(=O)c2ccc(OC)cc2)c(=O)c2cc(F)c(N3CCCCCC3)cc21	3%
108	Cc1c2cnn(-c3ccccc3)c(=O)c2c(C)n1C(C)C(=O)Nc1ccccc1C(F)(F)F (configuration not stated)	-1%
109	CCCCOc1cccc(C(=O)Nc2cc3nn(-c4ccc(F)cc4)nc3cc2C)c1	-18%

From PubChem
